Assay outcomes deposited in PubChem by several laboratories.
LYP inhibition – inhibitors of LYP phosphatase, biochemical, fluorescence intensity, uHTS (AID 1779). recombinant LYP phosphatase, fluorescence intensity; higher % means a stronger effect. one-dose inhibition, % at 11.5 µM; IC50 in µM for titrated hits. 0.054% of 290,000 active; in the data active means inhibition above about 50%;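 further: plate controls were vehicle with enzyme for no effect and no enzyme for full effect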
WT yeast gro inh – growth inhibition of WT yeast, mitochondrial fusion screen | 2.1% of 190,000 active | mitochondrial fusion phenotypic screen, WT strain | inhibition, % at 10 µM; in the data active means inhibition above about 58%; tested in S. cerevisiae
GPR35 antagonists – GPR35 antagonists blocking zaprinast-driven arrestin recruitment, primary screen, imaging, U2OS, beta-arrestin-GFP, zaprinast agonist (AID 2058). 0.052% of 290,000 active. one-dose inhibition, % at 10 µM; IC50 in µM for titrated hits. U2OS GPR35 beta-arrestin-GFP translocation imaging, zaprinast antagonism; higher % means a stronger effect;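 active means inhibition of at least 50% with at least 30 cells and total cytoplasm GFP at most 10,000,000; inconclusive means under 30 cells or total GFP of 10,000,000 plus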
RSV antiviral HEp-2 – inhibition of RSV-induced cytopathic effect – HEp-2 cells, primary 10 µM value included (AID 2391) | HEp-2 cells, RSV-induced CPE inhibition; higher % means a stronger effect | CPE inhibition, % at 10 µM; hits with a dose series show IC50 in µM | 0.13% of 310,000 active; in the data active means a potency from the dose series; inconclusive means CPE inhibition mostly from about 23% at the one dose, without a potency; inactive means the rest, 99 in 100 with CPE inhibition below about 21%; further: strong numbers were not always called active
NTR1 agonist – NTR1-driven beta-arrestin-GFP spot formation – imaging, U2OS cells, high content, primary screen (AID 493036) | P30989 | agonist mode | activation, % at 20 µM | 0.17% of 330,000 active;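 active means activation at or above 40% of the spot to cytoplasm intensity ratio, with at least 20 cells analyzed; inconclusive means wells under 20 cells, flagged as cytotoxic or low count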;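 further: 0% = DMSO without peptide and 100% = 100 nM NTR1 peptide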
Target sequence (P30989 whole entry, looked up): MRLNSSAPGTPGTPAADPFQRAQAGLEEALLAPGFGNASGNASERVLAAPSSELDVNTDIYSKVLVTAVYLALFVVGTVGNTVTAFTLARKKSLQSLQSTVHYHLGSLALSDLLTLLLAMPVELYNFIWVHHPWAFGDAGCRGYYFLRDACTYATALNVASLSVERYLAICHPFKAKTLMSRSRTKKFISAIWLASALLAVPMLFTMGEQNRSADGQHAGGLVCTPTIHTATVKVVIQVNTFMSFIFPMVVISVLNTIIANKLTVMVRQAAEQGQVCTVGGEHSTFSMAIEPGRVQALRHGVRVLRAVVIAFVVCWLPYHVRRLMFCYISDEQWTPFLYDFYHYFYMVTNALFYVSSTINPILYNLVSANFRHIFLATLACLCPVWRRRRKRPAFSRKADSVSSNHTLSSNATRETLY
AID2073 – inhibitors of Mint1-CaV2.2 protein interaction, biochemical, HTRF (AID 2073). HTRF protein-protein interaction, Mint1-CaV2.2; higher % means a stronger effect. one-dose inhibition, % at 20 µM; IC50 in µM for titrated hits. 0.19% of 290,000 active; in the data active means inhibition mostly above about 51%, no sharp cut-off; inconclusive means no clear call, values can overlap the other calls; inactive means mostly below about 53%; further: some results filed as inactive read as strong as hits
K1F lysis inhibition – inhibition of K1F phage lysis, E. coli UTI89, bacterial capsule biogenesis inhibitors, alamar blue (AID 488966) | E. coli UTI89 K1F phage lysis, alamar blue, 2 h; higher % means a stronger effect | inhibition, % at 100 µM; hits with a dose series show IC50 in µM | 0.02% of 340,000 active;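 active means phage lysis inhibition, versus mean bacterial control, above a set limit; inconclusive means no clear call, values can overlap the other calls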;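 further: capsule biogenesis inhibitors block K1F phage lysis so surviving cells raise fluorescence; higher fluorescence means more inhibition of phage lysis; actives were called in the ten point dose series up to 300 µM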
Autophagy HCS – modulators of autophagy. MEF GFP-LC3 puncta imaging; test concentration mostly 10 µM. 0.98% of 190,000 active. calls only at 10 µM (by protocol);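 active means percentage of spot-positive cells more than 3 SD above its plate mean, without a fluorescence outlier flag or 80% toxicity; inconclusive means no clear call, values can overlap the other calls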;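 further: spot-positive cell cutoff set from DMSO-treated cells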
NS5 inhibitors – Dengue-2 NS5 methyltransferase inhibitors, primary screen, biochemical, confirmation dose response (AID 588689); Dengue-2 NS5 methyltransferase capping enzyme assay, biochemical; higher % means a stronger effect; inhibition, % at 25 µM, or IC50 in µM where a hit was titrated; 0.3% of 340,000 active; in the data active means a potency from the dose series; inconclusive means inhibition above about 29% without an active follow-up result
WT yeast gro inh mutant strain – further read-out of WT yeast gro inh, marked with its call; inhibition, %; mitochondrial fusion phenotypic screen, mutant strain inhibition
Autophagy HCS cell loss 18 h – also measured in Autophagy HCS; calls as there; toxicity, %; measured here: cell loss, nuclei count;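 cell loss after 18 h compound exposure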
NTR1 agonist cell count 20 µM – further read-out of NTR1 agonist, marked with its call; cell count; measured here: cell count, cytotoxicity flag
NS5 inhibitors pilot replicate – further read-out of NS5 inhibitors, marked with its call; inhibition, %; measured here: pilot screen replicate inhibition
Starred values were filed as active, the others as inactive; i = inactive; ? = inconclusive; . = not tested or not shown; + = active, no number; [ ] = another dose, or the depositor's remark.

SMILES | LYP inhibition | WT yeast gro inh | WT yeast gro inh mutant strain | GPR35 antagonists | RSV antiviral HEp-2 | NTR1 agonist | NTR1 agonist cell count 20 µM | AID2073 | K1F lysis inhibition | Autophagy HCS | Autophagy HCS cell loss 18 h | NS5 inhibitors | others
CC(C)C(=O)N1c2ccccc2NC2=C(C(=O)CCC2)C1c1ccc(N(C)C)cc1 (centres undefined) | -1% | -2 | -3 | 1% | 1.3% | -0.6 | 79 | -21% | -0.1% | i | 2 | -2%
O=C(Nc1ccc(C2=NCCN2)cc1)c1ccc(Cl)c(C(=O)Nc2ccc(C3=NCCN3)cc2)c1 | -18% | . | . | 14% | 0.4% | -0.5 | 81 | 37% | . | . | . | .
CCCc1cc(=O)[nH]c(Nc2ccc(OC)c(Cl)c2)n1 | 1% | -6 | -3 | 9% | 11% | 2.4 | 80 | 3% | -0.3% | i | 0 | -3%
CC1(C)CC(=O)C(N=Nc2ccc(F)cc2)=C(O)C1 | -4% | . | . | 3% | 0.1% | -0.6 | 60 | 4% | 0.4% | . | . | -1%
CSc1nc(-c2ccccc2)nn1C(=O)c1ccccc1 | -7% | 19 | 7 | -9% | 2.9% | -0.5 | 53 | -7% | i | i | -31 | -19%
CCOC(=O)C1(CC2CCCCO2)CCN(S(=O)(=O)c2cccc(F)c2)CC1 (centres undefined) | 0% | 19 | 3 | 11% | -0.9% | 0.0 | 48 | -7% | 0.1% | i | 22 | -6%
COc1ccc(/C=N/n2cnc3c([nH]c4ccc(C)cc43)c2=O)cc1CN1CCCC1 | -4% | . | . | 1% | -2.5% | 25 | 69 | 16% | 0.3% | . | . | -4%
O=C(O)c1cccc(Sc2cc(Cl)ccc2C(=O)O)c1 | . | . | . | . | 0.4% | 3.0 | 71 | . | 1.5% | . | . | 6%
Clc1ncn(CCOc2ccccc2)c1Cl | -2% | -14 | -13 | 8% | ? | -0.1 | 59 | 5% | 0.5% | i | -10 | 2%
COc1ccc(NC2CCCN(C(=O)CCc3scnc3C)C2)cc1 (centres undefined) | -4% | . | . | -3% | 0.6% | -0.4 | 64 | 7% | 0.5%[50 µM] | . | . | 4%
Cc1nc2ccccc2cc1C(=O)N/N=C/c1cccc([N+](=O)[O-])c1 | -8% | -5 | -23 | -14% | 2.7% | -0.6 | 55 | -5% | 1.0%[50 µM] | i | 3 | -2%
O=C(NCCN1CCCCC1)Nc1cccc(C(F)(F)F)c1 | -13% | . | . | 14% | -1.1% | -0.7 | 41 | 5% | -0.3% | . | . | 4%
O=C(CN1CCN(c2ccccc2O)CC1)Nc1ccnn1C1CCCC1 | . | . | . | . | 0.3% | 2.2 | 49 | . | 0.1%[50 µM] | . | . | -7%
O=C1CCN(Cc2ccccc2)CCN1CCOc1ccccc1 | -15% | . | . | -7% | 4.4% | -0.2 | 97 | -4% | 0.2% | . | . | -8%
COc1ccc(-c2[nH]ncc2CN(C)CC2CCCCO2)cc1F (centres undefined) | -8% | -9 | -12 | 28% | -0.5% | 0.9 | 37 | 1% | 0.0% | + | -3.0* | -4%
C=CCNCCOCCOc1ccc(Cl)cc1C(C)(C)C | -9% | 36 | 39 | 8% | 1.4% | -0.8 | 60 | -3% | 1.1%[50 µM] | i | 16 | 2%
CC1=CC(C)(C)N=C(Nc2ccc(C)cc2)S1 | -2% | 10 | -1 | -4% | 0.0% | 1.5 | 48 | -6% | -0.6% | i | 15 | 0%
COc1ccc(NC(=O)CSc2nnc(-c3ccccn3)n2Cc2ccco2)cc1OC | -6% | 5 | 5 | -6% | 8.0% | -1.1 | 97 | ? | 0.5% | i | 9 | -9% | NS5 inhibitors pilot replicate=-4.2
Cc1cc(C)c(S(=O)(=O)N2CCCCC2CCNC(=O)C(=O)NCC2CCCO2)c(C)c1 (centres undefined) | . | . | . | . | -0.8% | 0.1 | 64 | . | -0.5%[50 µM] | . | . | -6%
CCn1c(=O)c(=O)[nH]c2cc(C(=O)NC(C)c3ccc(S(N)(=O)=O)cc3)ccc21 (centres undefined) | -6% | . | . | 8% | 1.0% | 0.1 | 45 | 9% | -0.5% | . | . | 7%
CN1CCN(C(=O)CSc2ccc(C(F)(F)F)cc2[N+](=O)[O-])CC1 | -14% | 1 | -13 | 1% | -0.5% | -0.2 | 53 | -2% | 3.6% | i | -16 | -2%
COc1ccc(NC(=O)C23CC4CC(C2)CC(c2ccccc2)(C4)C3)c(OC)c1 | -4% | 21 | -3 | -12% | 2.3% | 3.0 | 44 | 2% | 3.9% | i | 16 | -5%
CCCOC(=O)c1ccc(Nc2nc(C)cc(=O)[nH]2)cc1 | -5% | -16 | 4 | 14% | 7.9% | 1.6 | 53 | -3% | -0.2% | i | 27 | -1%
CCOc1ccc(-c2cc(C(=O)NN3CCN(C)CC3)c3cc(Cl)ccc3n2)cc1 | -1% | 20 | 13 | -2% | 1.5% | 0.5 | 60 | 32% | . | i | 14 | .

6 entries picked at random from the list so far, as already listed:
SMILES | LYP inhibition | WT yeast gro inh | WT yeast gro inh mutant strain | GPR35 antagonists | RSV antiviral HEp-2 | NTR1 agonist | NTR1 agonist cell count 20 µM | AID2073 | K1F lysis inhibition | Autophagy HCS | Autophagy HCS cell loss 18 h | NS5 inhibitors | others
O=C(CN1CCN(c2ccccc2O)CC1)Nc1ccnn1C1CCCC1 | . | . | . | . | 0.3% | 2.2 | 49 | . | 0.1%[50 µM] | . | . | -7%
O=C(O)c1cccc(Sc2cc(Cl)ccc2C(=O)O)c1 | . | . | . | . | 0.4% | 3.0 | 71 | . | 1.5% | . | . | 6%
CCCc1cc(=O)[nH]c(Nc2ccc(OC)c(Cl)c2)n1 | 1% | -6 | -3 | 9% | 11% | 2.4 | 80 | 3% | -0.3% | i | 0 | -3%
COc1ccc(NC2CCCN(C(=O)CCc3scnc3C)C2)cc1 (centres undefined) | -4% | . | . | -3% | 0.6% | -0.4 | 64 | 7% | 0.5%[50 µM] | . | . | 4%
O=C(NCCN1CCCCC1)Nc1cccc(C(F)(F)F)c1 | -13% | . | . | 14% | -1.1% | -0.7 | 41 | 5% | -0.3% | . | . | 4%
COc1ccc(-c2[nH]ncc2CN(C)CC2CCCCO2)cc1F (centres undefined) | -8% | -9 | -12 | 28% | -0.5% | 0.9 | 37 | 1% | 0.0% | + | -3.0* | -4%

Next entries.
SMILES | LYP inhibition | WT yeast gro inh | WT yeast gro inh mutant strain | GPR35 antagonists | RSV antiviral HEp-2 | NTR1 agonist | NTR1 agonist cell count 20 µM | AID2073 | K1F lysis inhibition | Autophagy HCS | Autophagy HCS cell loss 18 h | NS5 inhibitors | others
N#Cc1ccccc1NC(=O)CN1CCOCC1 | -15% | . | . | 4% | -0.1% | -0.6 | 38 | 12% | -0.1% | . | . | -9% | NS5 inhibitors pilot replicate=1.5
CCCc1cc(C(=O)OC)c(NC(=O)OCC)s1 | 3% | 1 | 21 | 1% | 1.8% | 2.1 | 62 | -5% | 5.8% | i | -3 | -3%
O=C1/C(=C/c2cccs2)SC(=S)N1C1CCS(=O)(=O)C1 (centres undefined) | -8% | . | . | -13% | 1.5% | 0.3 | 42 | -27% | . | . | . | .
O=C(CN1CCCCCC1)NCC1CCCO1 (centres undefined) | -6% | 8 | 8 | 14% | 3.2% | 2.3 | 48 | -4% | -0.1% | i | -20 | -6%
O=C(CSc1ncnc2ccccc12)Nc1cccc(S(=O)(=O)N2CCOCC2)c1 | -7% | 4 | 2 | -5% | -0.2% | -0.7 | 38 | 2% | -0.2% | i | -12 | 6%
Cc1cccc(N2Cc3ccc(Br)cc3C2)c1 | . | . | . | . | 1.1% | 1.2 | 43 | . | 2.9% | . | . | -13%
CCCc1cc(-c2n[nH]c(=S)n2CC)c2ccccc2n1 | 3% | -18 | -15 | 5% | 9.9% | -1.6 | 64 | -7% | i | i | 7 | -3%
COc1cccc(C(=O)NNC2OC(CO)C(O)C2O)c1 (centres undefined) | -7% | 1 | 7 | 8% | -0.1% | -0.7 | 40 | 11% | -0.8% | i | 6 | -3%
Cc1cc(-c2n[nH]c(=S)n2/N=C/c2c[nH]c3ccccc23)n[nH]1 | 3% | . | . | 2% | . | 0.8 | 56 | -37% | -0.2% | . | . | 1%
Cc1ccc(S(=O)(=O)CCC(=O)OCC(=O)NC(C)c2ccccc2)cc1 (centres undefined) | . | . | . | . | 0.4% | 1.3 | 57 | . | 0.1% | . | . | 2%
O=C(Nc1cccnc1)c1ccccc1F | -7% | 12 | -3 | -12% | -0.1% | -3.1 | 81 | 6% | 6.2% | i | -11 | -1%
CCOC(=O)c1ccc(NC(=O)Cn2c(C)nc3c(sc(=S)n3CC)c2=O)cc1 | -1% | . | . | -1% | 1.3% | 6.4 | 55 | 7% | 0.2% | . | . | -6%
COc1cc2ncnc(NCc3ccc(F)cc3)c2cc1OC | -2% | . | . | 2% | 6.3% | -0.6 | 105 | 14% | 0.0% | . | . | -9%
COc1cccc(Nc2nc3ccc(C(=O)c4ccccc4)cc3n3cnnc23)c1 | 2% | . | . | -6% | 0.9% | 6.1 | 57 | 4% | -1.2%[50 µM] | . | . | 19%
O=C(c1n[nH]c2ccccc12)N1CCN(S(=O)(=O)c2ccccc2)CC1 | . | . | . | . | 0.2% | -3.1 | 56 | . | 1.0%[50 µM] | . | . | 3%
CCn1ccnc1CN(C)Cc1cn(-c2ccc(C)cc2)nc1-c1cccc(C)c1 | -2% | 68* | 63* | 4% | 21% | 8.0 | 58 | -7% | 0.9% | i | -4 | -5%
Cc1ccc2[nH]c(-c3ccccc3)c(CN3CCN(C)CC3)c(=O)c2c1 | -8% | -10 | -2 | 11% | -0.8% | 0.3 | 45 | 8% | 0.6% | i | -1 | 0%
Cc1nnc(NC(=O)C(c2ccccc2)c2ccccc2)s1 | -5% | . | . | 2% | 0.0% | 3.5 | 58 | 2% | -0.1% | . | . | -12%
Cc1nc2nc(Cc3ccccc3)[nH]n2c(=O)c1Cc1ccccc1 | 3% | 3 | 18 | -4% | 5.9% | -0.9 | 56 | 9% | -1.5%[50 µM] | i | -1 | 10%
Cc1ccc2nc(-c3ccc(O)cc3)oc2c1 | -17% | . | . | 5% | 1.1% | 0.3 | 45 | 16% | 0.1% | . | . | 2%
COc1ccc(CCNS(=O)(=O)c2ccc3c(c2)CCN3C(=O)CCC(=O)O)cc1OC | -4% | 10 | 20 | 7% | -1.0% | -1.8 | 65 | 1% | 2.7% | i | -2 | -8%
COc1ccc(NC(=O)CCCN2C(=O)C3C4C=CC(C4)C3C2=O)c(OC)c1 (centres undefined) | -2% | -20 | 15 | 22% | -0.5% | -2.5 | 60 | 6% | -0.9% | i | -7 | 2%
O=C(Nc1ccccc1)C1C2CCCCC21 (centres undefined) | 0% | . | . | -3% | 3.9% | -0.9 | 59 | 1% | 6.2% | . | . | 1%
